# TROY signal inh = inhibitors of TROY-driven NF-kB signaling, primary screen, Q293 LMP1-TROYcd cells, NF-kB luciferase, uHTS; Q293 LMP1-TROYcd NF-kB luciferase reporter, 4 h; inhibition, % at 10 µM; 360,000 compounds, 0.98% hits;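 active means compounds whose plate-normalised and pattern-corrected inhibition of the luciferase reporter signal at the single screening dose is 50% or more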
# TRAIL sens C8 = viability loss with TRAIL in NB7+C8 cells, primary screen, TRAIL sensitizer project, cell-based, ATPlite luminescence. AID 624354, 2012. inhibition (viability loss, TRAIL sensitization), % at 10 µM. 360,000 compounds, 1% hits;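 active means compounds causing at least 50% loss of cell viability in the single-dose screen, relative to plate controls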
# TLR9-MyD88 inh = inhibitors of TLR9-MyD88 association in cells, primary screen, cell-based, CHO, BLA complementation, fluorescence; Toll-like receptor 9 (Homo sapiens) + Myeloid differentiation primary response protein …; CCF4 FRET ratio; inhibition, % at 4.98 µM; 340,000 compounds, 0.21% hits; AID 504734, 2011;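 active means inhibition above the mean over all tested compounds plus 3 SD, cut at about 21% in these data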;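 further: 0% = DMSO only wells and 100% = clavulanate BLA inhibitor control wells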
# NCOA2 inhibitor = inhibition of GAL4-SRC2 driven luciferase reporter, primary screen, SRC2 inhibitor project, cell-based, luminescence | Nuclear receptor coactivator 2 (Homo sapiens), Q15596 | HEK293 GAL4-SRC2 luciferase reporter | inhibition, % at 9 µM | 370,000 compounds, 0.17% hits | AID 651957, 2012;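 active means inhibition above the mean inhibition of all tested compounds plus 3 SD, set per campaign, cut at about 52% in these data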;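 further: 0% = DMSO treated cells and 100% = cells given Gossypol at 36 µM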
# Vif imaging = HIV Vif self-association inhibitors, primary screen, imaging, HEK293T, single point | HEK293T cells, Vif self-association by quenched fluorescence, 24 h | inhibition, % at 7.49 µM | 340,000 compounds, 0.35% hits; in the data active means inhibition above about 50%, passing the limit was not always enough; further: some results filed as inactive read as strong as hits
# SRC3 inh = SRC3 coactivator transcriptional activity inhibitors, primary screen, cell-based, luminescence | HEK293 GAL4-SRC3 luciferase reporter | inhibition, % at 3.6 µM | 360,000 compounds, 0.17% hits;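 active means inhibition above a per-campaign cutoff, the mean of all compounds plus 3 SD, cut at about 60% in these data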;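 further: 0% = DMSO-treated cells and 100% = gossypol-treated cells at 36 µM; higher means less SRC3-driven luciferase light from the GAL4 reporter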
# SRC1 inh = SRC1 coactivator transcriptional activity inhibitors, primary screen, cell-based, luminescence; Nuclear receptor coactivator 1 (Homo sapiens), Q15788; inhibition, % at 3.6 µM; AID 588354, 2011; 360,000 compounds, 0.12% hits; HEK293 GAL4-SRC1 luciferase reporter;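 active means inhibition above the campaign mean plus 3 SD, with each screening campaign given its own cutoff, cut at about 60% in these data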;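 further: 0% = DMSO treated cells and 100% = gossypol at 36 µM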
# NOD2 RIPK2 PPI = NOD2-RIPK2 binding disruptors in cells, primary screen, fluorescence, CHO cells, BLA complementation; Receptor-interacting serine/threonine-protein kinase 2 (Homo sapiens), O43353; CCF4 ratio; inhibition, % at 4.98 µM; 360,000 compounds, 0.38% hits; in the data active means inhibition above about 21%;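 further: 0% = vehicle only and 100% = reference blocker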
# Target sequence (O43353 whole entry, looked up): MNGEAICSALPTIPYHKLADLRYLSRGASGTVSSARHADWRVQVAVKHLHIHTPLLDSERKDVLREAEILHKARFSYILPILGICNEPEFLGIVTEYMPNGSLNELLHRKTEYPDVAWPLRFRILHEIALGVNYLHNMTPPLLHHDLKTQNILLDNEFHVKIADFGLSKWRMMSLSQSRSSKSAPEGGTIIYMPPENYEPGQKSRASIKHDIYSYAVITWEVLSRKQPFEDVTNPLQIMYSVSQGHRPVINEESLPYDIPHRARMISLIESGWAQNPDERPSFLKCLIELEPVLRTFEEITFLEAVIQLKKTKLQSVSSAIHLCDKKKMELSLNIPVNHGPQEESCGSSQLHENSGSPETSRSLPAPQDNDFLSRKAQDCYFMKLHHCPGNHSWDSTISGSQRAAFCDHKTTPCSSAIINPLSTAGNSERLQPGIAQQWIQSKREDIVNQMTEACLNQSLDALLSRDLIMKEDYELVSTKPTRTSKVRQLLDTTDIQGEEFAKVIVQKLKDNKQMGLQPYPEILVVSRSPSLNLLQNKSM
# LRH-1 inv ag = LRH-1 (NR5A2) inverse agonists, primary screen, cell-based, luminescence, HEK293T, StAR-luciferase reporter | Nuclear receptor subfamily 5 group A member 2 (Homo sapiens), O00482 | LRH-1 transfected, 24 h | inhibition, % at 3.6 µM | 360,000 compounds, 0.13% hits | AID 602396, 2012;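 active means inhibition above the mean inhibition of all tested compounds plus 3 SD, cut at about 73% in these data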;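 further: 0% = DMSO wells and 100% = reporter-only cells lacking LRH-1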
# Target sequence (O00482 whole entry, looked up): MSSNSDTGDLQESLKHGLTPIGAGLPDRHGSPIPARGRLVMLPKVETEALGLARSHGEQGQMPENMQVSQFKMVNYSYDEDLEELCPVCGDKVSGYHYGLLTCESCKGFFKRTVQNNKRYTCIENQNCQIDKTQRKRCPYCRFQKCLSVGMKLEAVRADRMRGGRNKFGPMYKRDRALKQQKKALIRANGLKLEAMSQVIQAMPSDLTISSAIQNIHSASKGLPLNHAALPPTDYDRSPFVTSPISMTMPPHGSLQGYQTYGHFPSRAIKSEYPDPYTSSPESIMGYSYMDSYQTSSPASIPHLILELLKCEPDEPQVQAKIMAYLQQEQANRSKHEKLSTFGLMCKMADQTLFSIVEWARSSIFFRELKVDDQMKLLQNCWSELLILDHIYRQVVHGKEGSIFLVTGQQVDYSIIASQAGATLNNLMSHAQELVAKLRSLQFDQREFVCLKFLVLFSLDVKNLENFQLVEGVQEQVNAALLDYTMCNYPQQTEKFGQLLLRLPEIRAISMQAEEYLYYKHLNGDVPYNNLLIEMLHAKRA
# EBV LMP1 NFkB = EBV LMP1-driven NF-kappaB luciferase reporter inhibitors, primary screen, cell-based, luminescence, single point. 350,000 compounds, 0.69% hits. LMP1-induced NF-kappaB luciferase reporter cells. AID 504558, 2011. inhibition, % at 12.5 µM; in the data active means inhibition above about 41%;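 further: 0% = neutral control wells and 100% = reference inhibitor control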
# COUP-TFII inh = NR2F2 transcriptional activity inhibitors, primary screen, cell-based, luciferase reporter, HEK293T, luminescence; 370,000 compounds, 0.7% hits; HEK293T NGFI-A luciferase reporter; COUP transcription factor 2 (Homo sapiens), P24468; AID 686940, 2013; inhibition, % at 8.6 µM;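 active means inhibition above a per-plate cutoff, mean inhibition of test wells between control levels plus 3 SD, cut at about 38% in these data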;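 further: cells cotransfected with COUP-TFII expression vector driving the NGFI-A reporter; 0% = median of COUP-TF2 test wells and 100% = reporter-only cells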
# * marks the source's active call; other numbers are inactive results; i = inactive; x = not tested or not shown.
SMILES,TROY signal inh,TRAIL sens C8,TLR9-MyD88 inh,NCOA2 inhibitor,Vif imaging,SRC3 inh,SRC1 inh,NOD2 RIPK2 PPI,LRH-1 inv ag,EBV LMP1 NFkB,COUP-TFII inh
CC(C)CN(CC(C)C)C(=O)Nc1cccc([N+](=O)[O-])c1,-15,-2,-3,14,-3,0,-6,6,-9,2,4
COc1ccc2[nH]c3c(c2c1)CN(C)CC3,3,1,9,3,-5,3,-43,0,2,4,-8
CCN(CC)CCCn1c(SCC(=O)NCC2CCCO2)nc2ccccc2c1=O (centres undefined),19,-2,-4,4,3,-2,-18,3,-20,-9,-2
CN(C)Cc1ccc(F)cc1Sc1ccc(Cl)cc1Cl,-14,11,4,7,-8,-3,-4,-4,-8,1,-11
CC(=O)Nc1cccc2c1C(=O)N(c1cccc(OC(C)=O)c1)C2=O,-3,0,-9,-22,9,10,-27,3,15,4,2
CCOC(=O)N1CCC(NC(=O)C2CCN(C(=O)N3CC(C)Oc4ccccc43)CC2)CC1 (centres undefined),-17,9,-6,10,2,9,-3,-8,21,-2,-5
Cc1ccc(C)c(NS(=O)(=O)c2ccc(-c3coc(C)n3)cc2)c1,-5,7,3,-23,-4,15,-5,2,1,-2,-13
COc1ccc(NC(=O)CC2SC(N3CCCCC3)=NC2=O)cc1OC (centres undefined),9,-7,2,16,-1,3,3,-15,0,-2,19
CCOc1cc(/C=N/NC(=O)c2cccnc2)ccc1O,3,-7,-3,-8,0,7,11,-4,38,-5,27
CCCc1ccc(OCc2ccc(C(=O)N3CCSCC3)o2)cc1,-95,-8,-1,-82,0,-139,-75,-2,-124,-26,0
Cc1cc2nccc(-c3ccccn3)n2n1,-8,-13,7,1,-1,9,10,-2,12,-1,5
COCCN(CC(=O)Nc1cccc(C)c1C)C(=O)c1oc2c(Cl)cccc2c1C,4,4,-9,0,-7,0,-2,4,-12,-10,-3
CCC1c2ccc(C)n2CCN1C(=O)Nc1ccccc1OC (centres undefined),-17,10,8,-10,33,-7,-28,12,-30,0,-11
CC1(C)NC(=O)N(CCCC(=O)Nc2ccc(C(F)(F)F)cc2)C1=O,-8,-4,2,8,-4,-8,-12,-4,-17,20,-5
CCCOc1ccc(N)cc1N,3,13,4,-4,3,-31,-31,2,42,54*,24
Cc1ccc(S(=O)(=O)NN=C(c2ccccc2)c2cccs2)cc1,-1,-16,5,13,-8,-11,10,4,9,4,15
COc1ccc(-n2nc(C(=O)NCC(=O)Nc3cc(OC)c(OC)c(OC)c3)c3ccccc3c2=O)cc1,-20,4,-2,7,-2,8,-3,0,26,12,-11
COc1cc(/C=C2\SC(=S)N(CCC(=O)N3CCCCC3)C2=O)cc(OC)c1OC,27,27,-4,-10,3,2,-3,2,13,7,-7
Cc1ccccc1NC(=O)c1ccc(NS(=O)(=O)c2cc(C(C)(C)C)cc(C)c2C)cc1,37,12,3,-23,-12,29,8,-8,7,-13,14
CCN(CC)c1ccc(C(=O)NNC(=O)CNC(=O)c2ccco2)cc1,-24,-1,3,-28,1,-3,2,4,4,-2,-18
NC(=O)c1cc(NC(=O)CCCc2nc3ccccc3s2)cc(C(N)=O)c1,-4,4,-1,-21,3,7,2,1,-14,-24,10
Cc1cccc(C)c1NC(=O)C(c1cccs1)N(Cc1ccco1)C(=O)Cn1nnc2ccccc21 (centres undefined),1,9,0,-7,x,12,-7,-2,-1,0,7
O=C(Nc1ccc(Br)cc1)c1ccc(Br)c(S(=O)(=O)Nc2cccnc2)c1,-10,3,-5,21,-10,12,12,-13,-12,3,2
COc1ccc(-n2nnc3c(=O)n(CC(=O)N4CCCc5ccccc54)cnc32)cc1,8,-10,-5,-10,3,-17,-11,-4,6,-2,-16
Cc1cc(C(F)(F)F)nn1CC(=O)Nc1cccnc1,x,6,-5,-9,-4,7,2,-7,12,-1,3

# The last two compounds of the part above open the next one:
SMILES,TROY signal inh,TRAIL sens C8,TLR9-MyD88 inh,NCOA2 inhibitor,Vif imaging,SRC3 inh,SRC1 inh,NOD2 RIPK2 PPI,LRH-1 inv ag,EBV LMP1 NFkB,COUP-TFII inh
COc1ccc(-n2nnc3c(=O)n(CC(=O)N4CCCc5ccccc54)cnc32)cc1,8,-10,-5,-10,3,-17,-11,-4,6,-2,-16
Cc1cc(C(F)(F)F)nn1CC(=O)Nc1cccnc1,x,6,-5,-9,-4,7,2,-7,12,-1,3
O=C(Nc1cccc2ccccc12)c1csc(COCCO)n1,-25,-14,x,4,25,-3,5,7,9,x,-1
CC(C)Oc1ccc(C(=O)NC2(C(F)(F)F)N=C3SCCN3C2=O)cc1 (centres undefined),3,-2,-2,6,-3,2,1,-6,4,0,8
O=C(Cc1ccccc1C(=O)O)Nc1cccc2ccccc12,-15,-10,2,-6,-6,-14,-15,3,12,-10,0
COc1ccc(S(=O)(=O)N(C)C[C@H]2Oc3c(NC(=O)CCC(F)(F)F)cccc3C(=O)N([C@H](C)CO)C[C@@H]2C)cc1,1,2,0,10,-7,11,-2,5,-11,56*,-4
Cc1ccc(S(=O)(=O)N2CCOC2CNC(=O)C(=O)NCCc2ccccc2)cc1 (centres undefined),4,1,-3,-9,1,19,5,2,-7,-9,12
CCC(/C=C1\Sc2ccc(OC)cc2N1CCO)=C\c1sc2ccc(OC)cc2[n+]1CCO,12,43,0,5,-5,15,-10,-9,10,46*,4
O=C(CN1c2cccc3cccc(c23)S1(=O)=O)NCc1ccccc1Cl,2,11,-1,-7,-4,-8,-12,-4,-15,-5,0
CS(=O)(=O)Nc1ccc(C(=O)Nc2cccc([N+](=O)[O-])c2)cc1,-5,-4,3,13,2,-19,5,-8,16,-2,2
N/C(=N\OC(=O)c1ccccc1F)c1ccc([N+](=O)[O-])cc1,-48,8,5,-34,-16,2,-15,-17,-13,-25,-1
COc1ccc(-c2ccccc2)cc1NC(=O)[C@@H]1O[C@H](CO)[C@H](O)[C@H](O)[C@H]1O,7,-11,x,-14,5,-6,2,-8,-3,x,-3
COC(=O)CSc1nnc(-c2cccnc2)o1,-17,-4,6,-4,-2,-8,4,7,6,-2,4
CCn1c(CNC(=O)COC)nc2ccccc21,-8,-6,-6,-3,14,7,6,6,-19,-3,-12
COc1ccccc1NC(=O)CN1CCC(n2nnc3cc(F)ccc32)CC1,8,4,1,6,x,-9,1,5,12,7,4
CCN(Cc1ccccc1)C1CCN(Cc2ccccc2)CC1,8,17,-7,x,-1,4,-5,-5,-2,-7,x
CC(C)C(=O)N1CCC1(C)C(=O)NCc1ccc(F)cc1Cl (centres undefined),-2,-12,x,-5,-10,-11,9,5,4,x,-24
COc1cc(OC)c(OC)cc1/C=C1\Oc2cc(OCC(=O)N3Cc4ccccc4C[C@H]3C(=O)O)ccc2C1=O,-5,3,-12,x,i,12,5,-1,-3,3,x
O=C(O)c1ccccc1Cc1ccc2c(c1)CCCC2,2,18,6,-10,17,4,-13,-2,-17,2,-8
CCOc1ccccc1OCCOc1ccccc1CC,-13,4,4,-32,0,3,15,8,1,7,-16
CN(c1ccccc1)S(=O)(=O)c1cccc(NC(=O)CN2CCc3ccccc3C2)c1,3,-7,1,-16,1,-19,-9,-4,-10,0,8
COc1ccc(-c2cccc(C3CC=CC4C3C(=O)N(Cc3ccccc3)C4c3ccc(C(F)(F)F)cc3)c2)cc1 (centres undefined),3,10,4,-12,-2,-1,-17,-17,0,-5,18
Cc1ccc(S(=O)(=O)NC2CCCCCC2)cc1,-10,-4,-8,-8,6,12,11,0,3,10,-10
CCN1CCCC1CNC(=O)COc1cc(=O)n(C)c2ccccc12 (centres undefined),-21,-1,1,-27,-6,2,2,2,-4,2,-20
CCN(CC)c1ccc(C=Nc2ccc(OC)c(S(=O)(=O)N3CCOCC3)c2)c(O)c1,-3,-7,4,-5,-3,-4,-3,-2,3,1,-2
CCN1CCN(c2ncnc3c2nnn3Cc2ccccc2)CC1,3,-1,-2,-1,-5,7,-23,2,12,1,-7
C[C@@H]1CCCCCCCCC(=O)OCCN(C(=O)OC(C)(C)C)[C@H](C)CCCCCCCCC(=O)OCCN(C(=O)OC(C)(C)C)[C@H](C)CCCCCCCCC(=O)OCCN(C(=O)OC(C)(C)C)[C@H](C)CCCCCCCCC(=O)OCCN1C(=O)OC(C)(C)C,-12,-11,8,14,-2,-23,-6,-12,-7,-8,12
# Carrying on:
SMILES,TROY signal inh,TRAIL sens C8,TLR9-MyD88 inh,NCOA2 inhibitor,Vif imaging,SRC3 inh,SRC1 inh,NOD2 RIPK2 PPI,LRH-1 inv ag,EBV LMP1 NFkB,COUP-TFII inh
O=C(CSc1nnc2n(C3CCCC3)c(=O)c3ccccc3n12)N1CCCCCC1,24,-5,-3,1,-15,12,-1,-10,-9,14,16
CN(CC(=O)Nc1c(Cl)cccc1Cl)C(=O)c1ccc2ccccc2n1,-15,-2,5,-19,-9,-16,-23,7,11,-15,1
CC(C)C(NC(=O)C12CC3CC(CC(C3)C1)C2)C(=O)N/N=C/C1=C(N2CCOCC2)C(=C\c2ccc([N+](=O)[O-])cc2)/CC1 (centres undefined),-3,-8,12,9,-2,0,-19,6,16,-5,27
CCc1nnc(NC(=O)C2CCN(c3ncnc4sc(C)c(C)c34)CC2)s1,21,-2,-4,2,-3,-1,-9,2,0,21,-3
CCOc1ccc(-c2cc(C(=O)NCCCn3ccnc3)c3ccccc3n2)cc1,-29,21,-2,11,4,-21,-13,7,-28,-8,-20
Cc1ccc(C)c(C(=O)Cn2ncc(Cl)c(Cl)c2=O)c1,3,97*,14,6,-1,-6,-20,21,8,-98,7
Cc1cccc(C(=O)OCc2cc3ccccc3[nH]c2=O)c1,-3,-1,5,21,4,-44,-19,12,-8,7,-3
Cc1cc(C(=O)OCC(=O)Nc2c(Cl)cccc2C(F)(F)F)c(C)o1,6,19,-4,-5,-5,-7,-13,2,10,-1,5
Cc1cccc(NC(=O)c2cc(-c3cc(C)c(C)cc3O)n[nH]2)c1,-45,6,1,-53,-4,-84,-111,-4,-88,-31,-28
CCOc1ccc(S(=O)(=O)NCCC(=O)N(CC)CC(=O)Nc2c(F)cccc2F)cc1,-17,-4,10,19,-2,7,4,9,12,4,15
CCOc1ccc(/C=C(\C(=O)O)c2ccc(S(=O)(=O)N3CCOCC3)s2)cc1OC,-2,11,-9,-2,0,-9,-2,-3,7,-10,-3
C/C(CC(=O)Nc1ccc(Cl)cc1Cl)=N\NC(=O)C(=O)N1CCCC1,-11,-2,-6,-5,3,3,-29,-5,-3,-4,-8
CC(C)c1ccc(N(CCc2ccccn2)C(=O)C(C)(C)C)cc1,2,8,-14,19,-8,26,16,-10,1,-1,6

# Screening data as filed in PubChem.

# A portion of the library; the hit share may differ from the screen's.
